TbREL1 primary – TbREL1 inhibition, primary screen. actives 0.49% (n = 89,000). P86926. TbREL1 RNA ligation, FRET fluorescence. inhibition, % at 9.66 µM;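 active = inhibition above the mean inhibition across all screened compounds plus 3 SD, cut at about 11% in these data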;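 also: 0% = plate median of test wells and 100% = NSC42067 control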
Target sequence (P86926 whole entry, looked up): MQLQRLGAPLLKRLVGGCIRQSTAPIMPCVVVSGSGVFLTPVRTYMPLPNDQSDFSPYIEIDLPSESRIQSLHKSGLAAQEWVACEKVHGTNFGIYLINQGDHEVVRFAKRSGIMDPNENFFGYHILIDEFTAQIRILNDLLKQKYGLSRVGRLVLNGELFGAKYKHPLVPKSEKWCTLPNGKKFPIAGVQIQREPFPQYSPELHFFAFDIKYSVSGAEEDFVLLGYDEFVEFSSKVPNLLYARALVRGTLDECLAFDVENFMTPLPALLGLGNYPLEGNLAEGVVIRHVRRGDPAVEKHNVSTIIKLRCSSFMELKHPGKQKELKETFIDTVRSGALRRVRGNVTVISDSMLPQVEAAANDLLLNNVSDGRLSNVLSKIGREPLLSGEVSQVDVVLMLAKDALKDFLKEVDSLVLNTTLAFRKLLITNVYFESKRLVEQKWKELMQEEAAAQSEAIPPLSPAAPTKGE
* = called active by the depositor; & = joins results of further samples.

SMILES | TbREL1 primary
CC(=NNC(=O)c1cccc(S(=O)(=O)N2CCOCC2)c1)c1ccccc1 | 2
CC1(C)N([O-])C(c2cccs2)=C[N+]1=O | 7
COc1ccc(-n2nnnc2SCC(=O)NC(=O)Nc2ccc3c(c2)OCCO3)cc1 | 2
O=C(CSc1nnc(-c2ccccc2F)o1)NC(=O)Cc1ccccc1 | 2
CCCCOc1ccc(C(=O)NN2CCN(C)CC2)cc1 | 0
COc1ccc(C2C3=C(CC(C)(C)CC3=O)Nc3c2c(=O)[nH]c2nc(C)nn32)cc1 (stereo not given) | 0
CCOc1ccc(-c2ccc3nnc(SCC(=O)NCC4CCCO4)n3n2)cc1 (stereo not given) | 1
O=[N+]([O-])c1cccc(CP(=O)(c2ccccc2)c2ccccc2)c1 | 0
Cn1c2c(c(=O)[nH]c1=O)C(c1ccc(O)cc1)C1=C(N2)c2ccccc2C1=O (stereo not given) | -1
COC(=O)c1onc(C(=O)c2ccccc2)c1C(=O)OC | 2
Cc1c(C(=O)Nc2ccc3nc(N4CCOCC4)sc3c2)oc2ccccc12 | 7
CN(C)c1ccnc2c[cH-]cc12.[Fe].c1ccc(-[c-]2[c-](-c3ccccc3)[c-](-c3ccccc3)[c-](-c3ccccc3)[c-]2-c2ccccc2)cc1 (stereo not given) | 4&1
CCCc1nc(SCC(=O)N2CCCC2)c2c(=O)n(C)c(=O)n(C)c2n1 | -2
Cc1cc(C)n(CC(=O)NNC(=O)CC(C)c2ccccc2)n1 (stereo not given) | -1
CC(C)[C@H](CO)N(Cc1cccc(F)c1)c1nc(Nc2cccc(Cl)c2)c2ncn(C(C)C)c2n1 | 2
O=C(Nc1ncc(Cc2ccc(Cl)cc2Cl)s1)c1ccc([N+](=O)[O-])cc1 | 1
CCOC(=O)C1CCCN(C(=O)c2ccc(C)cc2O)C1 (stereo not given) | 3
CC(Oc1ccccc1F)C(=O)NNC(=O)Cc1ccc(S(=O)(=O)N2CCOCC2)s1 (stereo not given) | 2
CC(C)OCCCNC(=O)c1cccs1 | 3
CCOc1ccc(N(CC(=O)Nc2c(C)n(C)n(-c3ccccc3)c2=O)S(=O)(=O)c2cc(OC)ccc2OC)cc1 | 1

A stretch from further up, as a working copy:
SMILES | TbREL1 primary
CCCCOc1ccc(C(=O)NN2CCN(C)CC2)cc1 | 0
COc1ccc(C2C3=C(CC(C)(C)CC3=O)Nc3c2c(=O)[nH]c2nc(C)nn32)cc1 (stereo not given) | 0
CCOc1ccc(-c2ccc3nnc(SCC(=O)NCC4CCCO4)n3n2)cc1 (stereo not given) | 1
O=[N+]([O-])c1cccc(CP(=O)(c2ccccc2)c2ccccc2)c1 | 0
Cn1c2c(c(=O)[nH]c1=O)C(c1ccc(O)cc1)C1=C(N2)c2ccccc2C1=O (stereo not given) | -1
COC(=O)c1onc(C(=O)c2ccccc2)c1C(=O)OC | 2
Cc1c(C(=O)Nc2ccc3nc(N4CCOCC4)sc3c2)oc2ccccc12 | 7
CN(C)c1ccnc2c[cH-]cc12.[Fe].c1ccc(-[c-]2[c-](-c3ccccc3)[c-](-c3ccccc3)[c-](-c3ccccc3)[c-]2-c2ccccc2)cc1 (stereo not given) | 4&1
CCCc1nc(SCC(=O)N2CCCC2)c2c(=O)n(C)c(=O)n(C)c2n1 | -2
Cc1cc(C)n(CC(=O)NNC(=O)CC(C)c2ccccc2)n1 (stereo not given) | -1
CC(C)[C@H](CO)N(Cc1cccc(F)c1)c1nc(Nc2cccc(Cl)c2)c2ncn(C(C)C)c2n1 | 2
O=C(Nc1ncc(Cc2ccc(Cl)cc2Cl)s1)c1ccc([N+](=O)[O-])cc1 | 1
CCOC(=O)C1CCCN(C(=O)c2ccc(C)cc2O)C1 (stereo not given) | 3
CC(Oc1ccccc1F)C(=O)NNC(=O)Cc1ccc(S(=O)(=O)N2CCOCC2)s1 (stereo not given) | 2
CC(C)OCCCNC(=O)c1cccs1 | 3
CCOc1ccc(N(CC(=O)Nc2c(C)n(C)n(-c3ccccc3)c2=O)S(=O)(=O)c2cc(OC)ccc2OC)cc1 | 1

Continuation:
SMILES | TbREL1 primary
CN(C)N1C(=O)C2C3C=CC(O3)C2C1=O (stereo not given) | -2
COc1ccc(Br)c(C(=O)Nc2nc3ccccc3[nH]2)c1 | 4
CCOC(=O)c1ccc(NC(=O)CSc2nc(=O)n3cccc(C)c3n2)cc1 | 3
COC(=O)CCC(=O)OC1(C)C(=O)C=C2C=C(C3CC3)N(C3CCCC3)C=C2C1=O (stereo not given) | 1
COc1ccc(C(=O)/C=C/Nc2ccc([N+](=O)[O-])cc2C)cc1OC | -1
Cn1cccc1C1(C(F)(F)F)NCCNC1=O (stereo not given) | 2
Cc1ccccc1S(=O)(=O)/N=C(/Nc1nc2ccccc2s1)c1ccccc1 | 1
COc1cc(C(=O)Nc2cc(OC)c(OC)c(OC)c2)ccc1OCc1c(C)noc1C | 5
N#Cc1cccc(NC(=O)CCn2ccnc2)c1 | -1
COc1ccccc1NC(=S)N(CCCN1CCOCC1)Cc1ccccn1 | 5
CCOc1ccccc1-n1c(SCC(N)=O)nnc1-c1cccnc1 | -1
COc1cccc(CNC(=O)C2CCCN(c3ncccn3)C2)c1OC (stereo not given) | 1
O=C(O)c1ccc(NC(=O)C2CCCCC2)cc1 | 7
CCOC(=O)N1CCC(n2c(SCC(=O)OCc3ccccc3)nc3ccsc3c2=O)CC1 | 1
O=C(C1CC(c2ccc(F)cc2)=NO1)N1CCc2ccccc2C1 (stereo not given) | 1
Cc1ccc(NC(=O)CCN2C(=O)NC3(CCCC3)C2=O)cc1S(=O)(=O)N1CCOCC1 | -1
CCC(C)NC(=O)CSc1ccc(S(=O)(=O)N2CCN(Cc3ccccc3)CC2)cn1 (stereo not given) | 0
C(=C\c1ccccc1)/CN1CCN(C(c2cccc3ccccc23)c2nnnn2C2CCCC2)CC1 (stereo not given) | -1
CC(=O)NCCC(Cc1ccccc1)c1ccco1 (stereo not given) | 7
O=C(N=C1SC2CS(=O)(=O)CC2N1c1cccc(Cl)c1Cl)C1CC1 (stereo not given) | -1
CC(C)CC(C(=O)NCC1CCCO1)N(C(=O)Cn1nnc(-c2ccc(F)cc2)n1)c1ccccc1F (stereo not given) | -2
CN(C1CCCCC1)C(CNS(=O)(=O)c1ccccc1)c1ccccc1 (stereo not given) | 3
COc1cc(C(=O)NCc2ccc(-c3nc4ccccc4o3)cc2)cc(OC)c1OC | -1
CCCCSc1nc(C)cc(C)c1S(=O)(=O)c1ccccc1C | 9
CCn1cc(Br)c(C(=O)N(C)Cc2ccccc2)n1 | -1
CCOC(=O)c1c(C(C#N)C#N)cc(C)nc1C | 0
CC1CCCC(NC(=O)COC(=O)/C=C/c2ccco2)C1C (stereo not given) | -2
COC(=O)[C@H]1C[C@]2(C(C=C(C)C)S(=O)(=O)c3ccccc3)c3ccccc3N[C@H]2N1 (stereo not given in full) | -1
Cc1ccc(C2=Nc3ccccc3NC(C)(c3ccc(C)o3)C2)o1 (stereo not given) | -2
CC(CC(=O)Nc1nccs1)c1ccccc1 (stereo not given) | 4
COc1ccc(C(=O)NC2CCN(S(=O)(=O)c3ccc(F)cc3)CC2)cc1 | -3
COc1ccc(NC(=O)CN(C)S(=O)(=O)c2ccccc2)c([N+](=O)[O-])c1 | -2
CCN(c1ccccc1)S(=O)(=O)c1cnc[nH]1 | 1
CNC(=O)CN(c1ccc(F)cc1)S(=O)(=O)c1cc(C)ccc1OC | -4
CCN(CC(=O)Nc1cccc(OC)c1)c1ncnc2sc(C)c(C)c12 | 0
NS(=O)(=O)c1ccc(NC(=O)COC(=O)c2cc([N+](=O)[O-])ccc2Cl)cc1 | 0
CCNC(=O)C1CCCN(C(=O)C(c2ccccc2)c2ccccc2)CC1 (stereo not given) | 0
Cc1n[nH]c(=S)n1/N=C/c1ccccc1OCc1ccc(Cl)cc1 | -4
CC(=O)Nc1cccc2cc(O)ccc12 | -2
C=CC[C@@H](CC(=O)NCCO)C(=O)N[C@H](C)COC(=O)[C@@H](CC=C)Cc1ccc(F)cc1 | -4
COC(=O)c1cnc2c(c(C)nn2C)c1OC | -1
COc1ccccc1CNC(=O)COC(=O)c1ccc(C)c(S(=O)(=O)N2CCCCC2)c1 | -1
COc1cc(C(C)=O)ccc1OCC(=O)N1CCc2ccccc2C1 | 3
COc1ccc(NS(=O)(=O)c2ccc(S(=O)(=O)N3CCCC3)cc2)cc1 | 4
COCCOC(=O)c1c(C)n(C)c2ccc(OC(=O)N3CCOCC3)cc12 | 0
CSc1nnc(Cn2c(=O)sc3ccccc32)n1-c1ccccc1C | 4
Cc1cccc(NC(=O)CCn2c(=O)oc3ccccc32)c1 | 0
Cc1ccc(/C=C(\NC(=O)c2ccccc2)C(=O)N2CCCC2C(=O)O)cc1 (stereo not given) | 7
CC(Sc1cccc[n+]1[O-])C(=O)Nc1ccc(Oc2ccccc2)cc1 (stereo not given) | -6
CCCCNS(=O)(=O)c1ccc2nc(-c3cccnc3)cc(C(=O)NC(C)C)c2c1 | -2
CCC(=O)N1CCc2cc(S(=O)(=O)NC(Cc3ccccc3)C(=O)NC3CCCCC3)ccc21 (stereo not given) | 1
CCOc1cccc2cc(C(=O)NCc3ccc(C)cc3)c(=N)oc12 | -3
CC(Sc1nnc(COc2ccc(Cl)cc2)n1Cc1ccco1)C(=O)N1CCNC1=O (stereo not given) | -2
Cc1ccc(NC(=O)c2ccco2)cc1C | -1
CCOC(=O)c1ccc(NC(=O)Cn2cc3c(n2)CCC(C)C3)cc1 (stereo not given) | 0
CC(C)N1C(=O)c2ccccc2NC(=O)C1C(=O)NCc1cccs1 (stereo not given) | 3
COc1ccc(-c2nnc(SCc3nc4ccccc4s3)n2C(C)C)cc1 | -3
CCN(CC)S(=O)(=O)c1ccc2[nH]c(=O)cc(C(=O)NCC3CCCO3)c2c1 (stereo not given) | 1
CCOC(=O)N1CCN(C(=O)C2CCN(S(=O)(=O)c3cc(C)ccc3OC)CC2)CC1 | -2
COc1ccc(CN(C)C(=O)c2cc(S(=O)(=O)N3CCCCCC3)ccc2OC)cc1OC | -1

Carrying on.
SMILES | TbREL1 primary
CC(C)(C)OC(=O)N/N=C/c1cccc([N+](=O)[O-])c1 | 1
CCOC(=O)c1c(NC(=O)CSc2nnc3c(n2)[nH]c2ccc(F)cc23)sc(C(C)=O)c1C | 3
C[C@@H]1CN([C@H](C)CO)C(=O)CCCn2cc(nn2)CO[C@H]1CN(C)S(=O)(=O)c1ccc2c(c1)OCCCO2 | -3
COc1cc2c(cc1OC)C(c1cccc(Cl)c1Cl)CC(=O)N2 (stereo not given) | 0
Cn1c(CN2CCOCC2)nc2cc(NC(=O)COc3ccccc3)ccc21 | 0
CC(=O)c1c(C)[nH]c2ccccc2c1=O | 0
Cc1ccccc1N(CC(=O)NCCc1ccccc1)C(=O)CCC(=O)Nc1ccccn1 | -3
c1ccc(Cc2cc(-c3ccccc3)on2)cc1 | 3
Cc1cccc2nc(-c3cccc(NC(=O)c4ccc(Cl)cc4)c3)cn12 | 2
O=C(NCCCN1CCOCC1)c1ccc(CS(=O)(=O)c2c(Cl)cccc2Cl)o1 | 1
CC(C)CCNC(=O)Cn1c(=O)oc2cc(S(=O)(=O)N3CCc4ccccc43)ccc21 | -6
COc1ccc(-c2cc(C(=O)Nc3c(C)n(C)n(-c4ccccc4)c3=O)c3ccccc3n2)cc1 | -1
CC(=O)c1cccc(NC(=O)C(C)OC(=O)c2cccc(S(=O)(=O)N3CCN(C)CC3)c2)c1 (stereo not given) | 0
Cc1noc(NS(=O)(=O)c2ccc(NC(=O)C(CC(C)C)N3C(=O)c4ccccc4C3=O)cc2)c1C (stereo not given) | -4
CCNS(=O)(=O)c1ccc(NS(=O)(=O)c2cc(C)ccc2C)cc1 | 0
O=C(O)c1cc([N+](=O)[O-])cc2c1nnn2O | 1
COC(=O)c1ccc(NC(=O)C23CCC(C)(C(=O)O2)C3(C)C)cc1 (stereo not given) | 6
Cc1c(P(=S)(c2ccccc2)c2ccccc2)[n+]2ccccc2n1C/C=C/c1ccccc1 | 14*
CC[C@]12c3[nH]c4cc(-c5ccco5)ccc4c3CCN1C(=O)[C@@H](CC(=O)NCCCn1ccnc1)C[C@@H]2C(=O)N1CCN(C(=O)c2ccco2)CC1 | -6
O=C(CSc1nncn1-c1cccnc1)N(c1ccccc1)c1ccccc1 | 0
C=CCNC(=S)Nc1ccc(OC)c(S(=O)(=O)N2CCOCC2)c1 | -3
CNc1nc(C)c([N+](=O)[O-])c(Nc2ccc(OC)cc2)n1 | 1
COc1ccc(/C=C2/SC(=O)N(CCNC(=O)CC(NC(C)=O)c3ccccc3)C2=O)cc1 (stereo not given) | 0
Cc1cc2cc(C)c3nnc(SCC(=O)Nc4ccc(S(=O)(=O)N5CCCCC5C)cc4)n3c2cc1C (stereo not given) | 2
CN(O)/C=N/C(=S)Nc1ccc(Cl)cc1Cl | -1
Cc1cc(C)n(-c2nnc(C)n2/N=C/c2ccccc2O)n1 | 0
FC(F)(F)c1nc2ccccc2n1CCNc1nc(CN2CCCCC2)cs1 | -3
CCOC(=O)c1snc(-c2ccc(F)cc2)c1N | -1
COc1cc(S(=O)(=O)N2CCN(Cc3cccs3)CC2)ccc1NC(C)=O | -2
COc1ccc(CCNC(C(=O)Nc2cc(C)cc(C)c2)c2ccccc2)cc1 (stereo not given) | 4
Cc1ccc(S(=O)(=O)N(C)C)cc1-n1c(SCC(=O)Nc2ccccc2)nc2ccccc2c1=O | -4
COc1ccc(C)cc1-n1nnnc1SCc1nc2ccccc2s1 | -2
Cc1cn(C(=O)c2ccccc2)c(=S)n1-c1ccc(Cl)cc1 | -2
COc1ccc(CCNC(=O)c2cc(C3CC3)on2)cc1OC | 0
COC(=O)[C@]12C[C@H](CC(=O)N3CCOCC3)C(=O)N(Cc3ccc(Cl)cc3Cl)C1=C[C@H](C(C)(C)C)O[C@@H]2C | 0
COc1ccc(S(=O)(=O)N(C)C[C@H]2Oc3c(NS(=O)(=O)c4cn(C)cn4)cccc3C(=O)N([C@H](C)CO)C[C@@H]2C)cc1 | 1
Cc1ccc(C(C)C)c(OCCCCCN2CCOCC2)c1 | 3
CCOC(=O)C1=C(C)NC(C)=C(C(=O)OCC)C1C(=O)OCC(=O)NCCc1ccc(S(N)(=O)=O)cc1 | -3

This is a subset; count on the stated rates, not on these rows.
